Screens: PubChem BioAssay, National Center for Advancing Translational Sciences (NCATS)
rTrxR1 inhibitor: blocks rat thioredoxin reductase 1. O89049. recombinant rTrxR1, NADPH fluorescence consumption, selenite substrate. Potency, µM (series often up to 114 µM), inactives show at the highest dose activity change, negative = inhibition, actives largely listed as inhibitors. actives 1% (n = 390,000). AID 588453; also: % is scaled to controls: 0 for no effect and ±100 for the full control effect; nearly all actives have a fitted effect of over 65% in size
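Rat TrxR1 (90 nM in the dispensed reagent) was pre-reduced with 400 uM NADPH for 5 min at room temperature, then incubated with compound for 15 min. After 400 uM selenite was added, NADPH fluorescence (Ex 340/Em 450 nm) was followed for 8 min.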
RGS4 inhibitor: human RGS4 inhibition. P49798. Transcreener GDP fluorescence polarization, RGS4-accelerated GTP hydrolysis. Potency, µM (titrated, usually from 114 µM), without a hit: at the highest dose activity change, negative = inhibition, actives largely listed as inhibitors. actives 0.039% (n = 390,000). AID 504845; also: % is scaled to controls: 0 for no effect and ±100 for the full control effect; nearly all actives have a fitted effect of over 75% in size; some results filed as inactive show a strong effect at the top dose
Target sequence (P49798 whole entry, looked up): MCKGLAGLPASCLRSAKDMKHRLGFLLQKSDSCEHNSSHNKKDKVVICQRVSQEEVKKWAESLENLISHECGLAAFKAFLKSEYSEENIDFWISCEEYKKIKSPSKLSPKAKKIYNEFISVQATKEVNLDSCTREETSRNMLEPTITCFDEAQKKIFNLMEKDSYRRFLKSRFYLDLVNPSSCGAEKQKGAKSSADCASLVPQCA
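MLSMR compounds (23 nl, pin-transferred) preincubated 10 min at room temperature with a 500nM (2x) first reagent, then RGS4 at 900nM (2x) plus Transcreener GDP mix added; fluorescence polarization (620/688 nm) read before and after 90 min at 30 °C.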
IDH1 R132H inh: blocks human mutant IDH1 R132H enzyme; O75874; IDH1-R132H enzyme, NADPH consumption, diaphorase/resazurin fluorescence; Potency, µM (doses to about 76.6 µM), for the others: top-dose activity change, negative = inhibition, actives largely listed as inhibitors; actives 0.093% (n = 390,000); AID 602179; also: % is scaled to controls: 0 for no effect and ±100 for the full control effect; nearly all actives have a fitted effect of over 65% in size
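IDH1-R132H (0.5 ug/mL dispensed) in pH 7.5 Tris buffer was preincubated 30 min with compound, then given a substrate mix of 0.016 mM NADPH and 2 mM alpha-KG for 80 min at room temperature; remaining NADPH was read by diaphorase/resazurin fluorescence.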
12-LOX inh: ALOX12 (human) lipoxygenase inhibition; Potency, µM (titrated, usually from 108 µM), for inactives: at the highest dose activity change, negative = inhibition, usual class: inhibitors; actives 1.1% (n = 580,000); purified 12hLO, xylenol orange hydroperoxide absorbance; also: % is scaled to controls: 0 for no effect and ±100 for the full control effect
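Purified human 12hLO (150 nM final) in 25 mM Hepes, 0.01% Triton X-100, pH 7.0 was preincubated 15 min at room temperature with compound. Then 40 uM arachidonic acid was added, 30 min. Hydroperoxide was read by Fe-XO absorbance ratio 573/405 nm.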
Vif-APOBEC3F blk: inhibitors of Vif-A3F interaction | HeLa A3F-eYFP + Vif (tagged APOBEC3F with the HIV-1 protein that degrades it), YFP fluorescence increase | actives 0.2% (n = 390,000) | Potency, µM (titrated, usually from 46.1 µM), for inactives: top-dose activity, negative = active | AID 602313; also: % of control where 0% means no effect; nearly all actives have a fitted effect of over 65% in size
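HeLa cells stably expressing A3F-eYFP plus Vif, plated and incubated overnight at 37 deg C, then exposed to compounds overnight at 37 deg C. Blocked degradation read as raised yellow fluorescence (Ex 488/Em 500-530).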
Vif-A3G inh: inhibitors of Vif-APOBEC3G interaction. HeLa A3G-eYFP + Vif (tagged APOBEC3G with the HIV-1 protein that degrades it), YFP fluorescence, overnight. actives 0.076% (n = 410,000). Potency, µM (doses to about 46.1 µM), for the others: top-dose activity, negative = active, hits mostly inhibitors. Q9HC16. AID 602310;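 also: % is scaled to controls: 0 for no effect and ±100 for the full control effect; nearly all actives have a fitted effect of over 60% in size; hits raise eYFP signal because A3G escapes Vif-driven loss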
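Read-out is eYFP fluorescence (Ex 488/Em 500-530) from Vif-expressing HeLa A3G-eYFP cells; more signal means A3G escaped Vif-mediated degradation. Cells plated overnight, compound pinned in, incubated overnight at 37 deg C.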
USP1-UAF1 inh: USP1/UAF1 (human) deubiquitinase inhibition. Potency, µM (doses to about 57.1 µM), for the others: at the top dose activity change, negative = inhibition, usual class: inhibitors. actives 0.23% (n = 390,000). O94782. recombinant USP1/UAF1, Ub-Rhodamine cleavage fluorescence. AID 743255; also: % is scaled to controls: 0 for no effect and ±100 for the full control effect; nearly all actives have a fitted effect of over 60% in size; inactives centre near -12
Target sequence (O94782 whole entry, looked up): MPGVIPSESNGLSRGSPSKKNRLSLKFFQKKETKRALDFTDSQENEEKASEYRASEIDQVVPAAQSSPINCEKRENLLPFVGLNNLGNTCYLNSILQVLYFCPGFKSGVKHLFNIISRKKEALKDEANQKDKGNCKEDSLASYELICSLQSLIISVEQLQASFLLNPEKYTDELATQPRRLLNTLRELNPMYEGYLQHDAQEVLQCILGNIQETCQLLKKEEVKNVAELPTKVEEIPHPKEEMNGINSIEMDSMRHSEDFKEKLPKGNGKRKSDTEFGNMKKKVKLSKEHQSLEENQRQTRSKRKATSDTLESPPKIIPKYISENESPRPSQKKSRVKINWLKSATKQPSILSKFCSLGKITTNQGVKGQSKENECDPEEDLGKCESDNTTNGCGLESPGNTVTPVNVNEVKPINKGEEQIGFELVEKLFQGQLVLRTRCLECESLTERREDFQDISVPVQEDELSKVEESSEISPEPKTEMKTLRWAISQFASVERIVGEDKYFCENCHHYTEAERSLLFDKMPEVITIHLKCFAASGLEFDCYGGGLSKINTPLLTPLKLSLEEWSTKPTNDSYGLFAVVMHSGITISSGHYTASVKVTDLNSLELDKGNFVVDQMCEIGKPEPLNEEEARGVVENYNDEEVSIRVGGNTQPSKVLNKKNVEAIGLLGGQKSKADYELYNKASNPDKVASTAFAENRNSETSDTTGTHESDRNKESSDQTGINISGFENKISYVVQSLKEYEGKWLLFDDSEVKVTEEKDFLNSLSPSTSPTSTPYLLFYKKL
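USP1/UAF1 complex (1 nM) preincubated 15 min at room temperature with compound, then Ub-Rho substrate (150 nM final) added. Kinetic fluorescence at 480/540 nm over 6 reads at 60 s intervals; 50 mM HEPES pH 7.8, 0.5 mM EDTA, 0.1 mg/ml BSA, 1 mM TCEP, 0.01% Tween-20.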
RXFP1 ag: RXFP1 (human) receptor agonism. HEK293T-RXFP1 cAMP TR-FRET, 30 min; response scale: percent of porcine relaxin response, buffer zero. Potency, µM (highest dose often 57.5 µM), without a hit: at the top dose activation, most hits filed as activators. actives 0.3% (n = 370,000); also: % is scaled to controls: 0 for no effect and ±100 for the full control effect; nearly all actives have a fitted effect of over 60% in size; many of its hits are not listed in these tables
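HEK293T cells stably expressing RXFP1 were pretreated with the PDE4 inhibitor Ro 20174, exposed to compounds for 30 min at 37C, lysed, and cAMP was read by TR-FRET. Data normalized to buffer (basal) and 29 nM porcine relaxin (100%).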
TrxR1 substrate: substrates of rat thioredoxin reductase 1; purified TrxR1 substrate turnover, NADPH consumption readout; O89049; actives 0.01% (n = 390,000); Potency, µM (series often up to 114 µM), for inactives: top-dose activity change, negative = substrate turnover; also: % is scaled to controls: 0 for no effect and ±100 for the full control effect; nearly all actives have a fitted effect of over 50% in size
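Rat TrxR1, dispensed at 90 nM, was prereduced with 400 uM NADPH (final) for 5 min at ~22 deg C, then incubated with compound 15 min before 400 uM selenite. A first-read NADPH fluorescence drop versus no-compound background flagged substrates.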
* hit, by the source's call; ? = inconclusive; / = not tested or not shown; [ ] = another dose, or the depositor's remark. Calls follow the shape of the dose curve; as a rule, active = well fitted curve in the direction sought with a large enough effect; inconclusive = small, poorly fitted or top-dose-only effect, or another doubt; inactive = no such curve, though single readings can be large; an effect the other way counts as inactive or inconclusive. Potency is read from the fitted curve at half-maximal effect. The list is partial. The share of hits here may be higher or lower than overall.

Screens by letter – A = rTrxR1 inhibitor; B = RGS4 inhibitor; C = IDH1 R132H inh; D = 12-LOX inh; E = Vif-APOBEC3F blk; F = Vif-A3G inh; G = USP1-UAF1 inh; H = RXFP1 ag; I = TrxR1 substrate
COc1ccc(OC)c(C2=NOC(C(=O)Nc3c(C)n(C)n(-c4ccccc4)c3=O)C2)c1 (stereo not given)
  A = 14%; B = -9%; C = -6%; D = -4%; E = -5%; F = 5%; G = -23%; H = -3.3%; I = 1%

O=C(NCCCN1CCOCC1)C1CCN(S(=O)(=O)c2ccccc2)CC1
  A = 19%; B = 22%; C = 1%; D = -5%; E = 10%; F = 2%; G = -21%; H = -0.7%; I = 6%

CCOc1cc(/C=C/c2cc(C(=O)O)c3ccccc3n2)ccc1O
  A = -22%; B = 8%; C = 9%; D = ?; E = 0%; F = 2%; G = -5%; H = 5.0%; I = -14%

CC1(C)CC(=O)C2=C(C1)NCN(Cc1ccc3c(c1)OCO3)C2
  A = 4%[57.1 µM]; B = -18%[11.4 µM]; C = -5%; D = 0%; E = -7%; F = 2%; G = -15%; H = 2.7%; I = -3%

CCOC(=O)C1CCN(C(=O)CN2C(=O)COc3ccc(C(C)(C)C)cc32)CC1
  A = 11%; B = -23%; C = -10%; D = -2%; E = 2%; F = 5%; G = -10%; H = 0.8%; I = -7%

COc1cccc2cc(C(=O)NCCc3ccccc3)c(=O)oc12
  A = -48%; B = -4%; C = -1%; D = -2%; E = -1%; F = -2%; G = -15%; H = 27%; I = 9%[57.1 µM]

COCCN(C(=O)COC(=O)Cc1cccc(OC)c1)c1c(N)n(Cc2ccccc2)c(=O)[nH]c1=O
  A = 15%; B = 26%; C = -2%; D = ?; E = ?; F = -4%; G = 4%; H = 0.3%; I = 3%

Cc1ccccc1CN(c1ccc(C(=O)Nc2ccccc2C(=O)N2CCCC2)cc1)S(C)(=O)=O
  A = 17%; B = 3%; C = -2%; D = -8%; E = -10%; F = 6%; G = -22%; H = 4.2%; I = 2%

O=c1[nH]c(/C=C/c2cccc3ccccc23)nc2ccccc12
  A = 22%[57.1 µM]; B = -32%; C = 4%; D = ?; E = 13µM*; F = ?; G = -18%; H = 2.6%; I = 11%

COc1ccc(-n2cc(C(=O)Nc3ccccc3C#N)c3ccccc3c2=O)cc1
  A = 5%; B = -9%; C = -8%; D = -8%; E = 14%; F = -1%; G = 0%; H = 0.5%; I = 0%

CCOC(=O)C1(CCOc2ccccc2)CCN(Cc2cccc(-n3cccn3)c2)CC1
  A = 12%; B = -24%[56.9 µM]; C = 6%; D = -9%; E = -6%; F = 1%; G = -2%; H = 0.5%; I = 15%

O=C(CCC(=O)OCc1ccc([N+](=O)[O-])cc1)Nc1ccccc1Cl
  A = 15%; B = -26%; C = 0%; D = -12%; E = 2%; F = 1%; G = -1%; H = 0.2%; I = 2%[57.1 µM]

COc1ccc2c(c1)CC/C(=C\C=C\c1ccccc1OC)C2=O
  A = ?; B = -35%; C = 15%; D = -23%; E = 3%; F = 3%; G = ?; H = -3.7%; I = 5%

CC(=O)c1ccc(OCc2cc(C(=O)N3CCCCCCC3)no2)cc1
  A = -12%; B = -1%; C = 4%; D = 174%[activator]; E = -15%; F = 2%; G = -3%; H = -4.3%; I = -13%

c1ccc(CSc2nnc(-c3ccco3)n2Cc2ccccc2)cc1
  A = -49%; B = -38%; C = 10%; D = 3%; E = 0%; F = -10%; G = -15%; H = -0.6%; I = -5%[57.1 µM]

Cc1ccccc1OCC(=O)Nc1ccc2nc(SCC(N)=O)sc2c1
  A = 25%; B = -24%; C = -4%; D = -16%; E = -7%; F = 3%; G = ?; H = 14%; I = 1%

CCCn1nc2cc(C(=O)NCc3ccc(C)cc3)ccc2c1OC
  A = 34%; B = 25%; C = 7%; D = -8%; E = -2%; F = 0%; G = 4%; H = 4.8%; I = 55%[activator]

CC(=O)c1c(C)[nH]c(C(=O)OCn2nnc3ccccc3c2=O)c1C
  A = 5%[57.1 µM]; B = -18%[11.4 µM]; C = -1%; D = -11%; E = 4%; F = 0%; G = -9%; H = 3.7%; I = -1%

Cc1ccc(Nc2c(-c3ccccn3)nc3cc(C)ccn23)cc1
  A = -4%; B = -9%; C = 1%; D = ?; E = 2%; F = -13%; G = -13%; H = 0.4%; I = -3%

CCc1nnc(SCC(=O)NCCC2=CCCCC2)nc1CC
  A = 20%[57.1 µM]; B = 9%[56.9 µM]; C = -7%; D = -4%; E = 7%; F = -1%; G = 2%; H = 1.0%; I = 4%[57.1 µM]

COc1ccc(CNS(=O)(=O)c2ccc(NC(=O)N3CCCCC3)cc2)cc1
  A = -28%; B = 3%; C = -17%; D = 1%; E = 2%; F = 1%; G = -5%; H = 4.8%; I = -14%

CC(=O)N1C(=S)NC(=O)/C1=C1/C(=O)N(CC(=O)Nc2cccc(C)c2)c2ccccc21
  A = ?; B = -42%; C = 2%; D = ?; E = -1%; F = -10%; G = -1%; H = 0.0%; I = -2%

CCN(C[C@H]1N[C@@](Cc2ccccc2)(C(=O)OC)[C@H]2C(=O)N(Cc3ccccc3)C(=O)[C@@H]12)S(=O)(=O)c1ccc(F)cc1
  A = 23%; B = -17%; C = 14%; D = -3%; E = 3%; F = 2%; G = -32%; H = /; I = 6%

CC(C)(C)c1ccc(OCCC(=O)NNC(=O)c2ccncc2)cc1
  A = -8%; B = 10%; C = 4%; D = 25%; E = -2%; F = -1%; G = -3%; H = 0.4%; I = -11%

O=C1NC(c2ccc(Br)cc2)Nc2sc3c(c21)CCC3 (stereo not given)
  A = ?; B = ?; C = -3%; D = -43%; E = 9%; F = -2%; G = -9%; H = 2.7%; I = 5%

COCCCNC(=O)CC(NS(=O)(=O)c1ccc(Cl)cc1)c1ccc(OC)cc1 (stereo not given)
  A = 21%; B = 29%; C = 8%; D = 0%; E = -3%; F = -2%; G = 14%; H = 0.0%; I = 7%

O=C(Nc1nc2c(F)cccc2s1)C1CC1
  A = 10%[57.1 µM]; B = 16%; C = 5%; D = 9%; E = 6%; F = 0%; G = -11%; H = 2.0%; I = 0%[57.1 µM]

N#C/C(=N\O)c1nc2ccccc2[nH]1
  A = -18%; B = -30%; C = -2%; D = -1%; E = 13%; F = -1%; G = -2%; H = 0.1%; I = -15%

CCN(CCCNC(=O)c1[nH]c(C)c(C(C)=O)c1C)c1cccc(C)c1
  A = -1%; B = -47%; C = 3%; D = 17%; E = 4%; F = 2%; G = -14%; H = 2.9%; I = -4%

CN(C)c1ccc(-c2noc(C3CCN(S(=O)(=O)c4cccc(Cl)c4)CC3)n2)cc1
  A = 54%[activator]; B = 16%; C = -3%; D = -12%; E = -5%; F = 4%; G = -18%; H = 3.5%; I = 45%[activator]

CN(C)c1ccc(CNC(=O)c2ccc3nc(CCc4ccccc4)oc3c2)cc1
  A = 3%[57.1 µM]; B = -8%; C = 4%; D = -16%; E = 0%; F = 6%; G = ?; H = -3.0%; I = -4%[57.1 µM]

COc1ccc(OC)c(NC(=S)NCc2ccccc2OC)c1
  A = -10%[57.1 µM]; B = 8%; C = 4%; D = ?; E = -6%; F = -1%; G = -16%; H = 0.3%; I = -2%[57.1 µM]

Six compounds from above, sorted by formula weight, rising.
Screens by letter – A = rTrxR1 inhibitor; B = RGS4 inhibitor; C = IDH1 R132H inh; D = 12-LOX inh; E = Vif-APOBEC3F blk; F = Vif-A3G inh; G = USP1-UAF1 inh; H = RXFP1 ag; I = TrxR1 substrate
O=c1[nH]c(/C=C/c2cccc3ccccc23)nc2ccccc12
  A = 22%[57.1 µM]; B = -32%; C = 4%; D = ?; E = 13µM*; F = ?; G = -18%; H = 2.6%; I = 11%

CC1(C)CC(=O)C2=C(C1)NCN(Cc1ccc3c(c1)OCO3)C2
  A = 4%[57.1 µM]; B = -18%[11.4 µM]; C = -5%; D = 0%; E = -7%; F = 2%; G = -15%; H = 2.7%; I = -3%

COc1cccc2cc(C(=O)NCCc3ccccc3)c(=O)oc12
  A = -48%; B = -4%; C = -1%; D = -2%; E = -1%; F = -2%; G = -15%; H = 27%; I = 9%[57.1 µM]

COc1ccc(-n2cc(C(=O)Nc3ccccc3C#N)c3ccccc3c2=O)cc1
  A = 5%; B = -9%; C = -8%; D = -8%; E = 14%; F = -1%; G = 0%; H = 0.5%; I = 0%

COc1ccc(OC)c(C2=NOC(C(=O)Nc3c(C)n(C)n(-c4ccccc4)c3=O)C2)c1 (stereo not given)
  A = 14%; B = -9%; C = -6%; D = -4%; E = -5%; F = 5%; G = -23%; H = -3.3%; I = 1%

Cc1ccccc1CN(c1ccc(C(=O)Nc2ccccc2C(=O)N2CCCC2)cc1)S(C)(=O)=O
  A = 17%; B = 3%; C = -2%; D = -8%; E = -10%; F = 6%; G = -22%; H = 4.2%; I = 2%
